# Screening data as filed in PubChem BioAssay.
# Pol iota inh = qHTS for Inhibitors of Polymerase Iota | DNA polymerase iota (Homo sapiens), Q9UNA4 | Pol iota fluorescent replication assay, 10 min | Potency, µM (doses to about 115 µM), for the others: at the top dose activity, negative = inhibition, actives largely listed as inhibitors | hit rate 1% among 390,000 | AID 588590, 2011
# Target sequence (Q9UNA4 whole entry, looked up): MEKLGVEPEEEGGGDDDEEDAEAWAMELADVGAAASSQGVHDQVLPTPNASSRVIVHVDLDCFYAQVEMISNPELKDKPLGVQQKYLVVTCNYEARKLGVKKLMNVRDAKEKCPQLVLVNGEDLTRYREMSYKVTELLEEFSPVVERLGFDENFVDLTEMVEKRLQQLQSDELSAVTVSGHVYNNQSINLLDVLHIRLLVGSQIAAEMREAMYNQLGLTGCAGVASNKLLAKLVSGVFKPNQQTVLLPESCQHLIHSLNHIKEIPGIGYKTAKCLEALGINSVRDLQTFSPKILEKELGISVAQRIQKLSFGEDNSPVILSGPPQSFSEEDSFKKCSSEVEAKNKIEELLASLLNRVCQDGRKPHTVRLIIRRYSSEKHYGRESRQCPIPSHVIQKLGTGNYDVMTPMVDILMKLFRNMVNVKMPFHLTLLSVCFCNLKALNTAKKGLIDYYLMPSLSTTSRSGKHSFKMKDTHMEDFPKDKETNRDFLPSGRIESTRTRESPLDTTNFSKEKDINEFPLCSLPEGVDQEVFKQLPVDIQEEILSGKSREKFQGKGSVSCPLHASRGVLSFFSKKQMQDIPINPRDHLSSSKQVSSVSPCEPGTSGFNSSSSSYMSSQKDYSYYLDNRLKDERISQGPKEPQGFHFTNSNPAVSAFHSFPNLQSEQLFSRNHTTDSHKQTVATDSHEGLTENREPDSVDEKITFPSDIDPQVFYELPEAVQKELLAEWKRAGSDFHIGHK
#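 Pol iota at 10 nM preincubated 15 min with compounds at room temperature; reaction started with fluorescent substrate, 50 nM final. Fluorescence read kinetically at 0 and 10 min; buffer-only wells as negative control.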
# Apoferritin bind = qHTS Assay for Identification of Novel General Anesthetics; Ferritin light chain (Equus caballus), P02791; apoferritin/1-aminoanthracene competitive binding, fluorescence; Potency, µM (titrated, usually from 77.5 µM), inactives show at the highest dose activity change, negative = displacement, usual class: inhibitors; hit rate 0.074% among 350,000; AID 485281, 2010; further: on the % scale 0 is the no-effect control and ±100 the full control effect; nearly all actives have a fitted effect of over 20% in size
#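 Apoferritin-based anesthetic binding model; compound displacement of fluorescent 1-AMA measured as endpoint fluorescence after 10 minutes at room temperature, scaled to free-ligand and complex controls.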
# G9a inh = qHTS Assay for Inhibitors of Histone Lysine Methyltransferase G9a. Histone-lysine N-methyltransferase EHMT2 (Homo sapiens), Q96KQ7. G9a H3K9 monomethylation, AlphaScreen, 2 h. Potency, µM (top dose mostly 102 µM), without a hit: at the highest dose activity, negative = inhibition, hits mostly inhibitors. hit rate 8.8% among 350,000. AID 504332, 2011; further: on the % scale 0 is the no-effect control and ±100 the full control effect; nearly all actives have a fitted effect of over 75% in size
# Target sequence (Q96KQ7 913-1193 limits assumed): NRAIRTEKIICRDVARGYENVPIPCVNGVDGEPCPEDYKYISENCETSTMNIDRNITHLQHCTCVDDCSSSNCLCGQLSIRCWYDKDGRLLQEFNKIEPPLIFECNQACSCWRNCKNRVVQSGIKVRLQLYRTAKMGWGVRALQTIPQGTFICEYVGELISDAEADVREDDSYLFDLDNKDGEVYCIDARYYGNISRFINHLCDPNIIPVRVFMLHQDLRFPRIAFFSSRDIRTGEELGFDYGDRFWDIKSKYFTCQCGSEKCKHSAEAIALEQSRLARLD
#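 Chemiluminescent proximity detection of H3K9 monomethylation, read after 10 min bead incubation in the dark. Reaction: 20 nM G9a, 500 nM biotin-H3K9 peptide, 20 uM SAM cofactor, 2 h, room temperature, following 15 min enzyme-compound preincubation.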
# BLM helicase inh = qHTS Assay for Inhibitors of Bloom's syndrome helicase (BLM) | recombinant BLM DNA unwinding, fluorescence dequenching | Potency, µM (highest dose often 56.1 µM), for the others: at the top dose activity change, negative = inhibition, usual class: inhibitors | hit rate 0.2% among 350,000 | AID 2528, 2010 | RecQ-like DNA helicase BLM (Homo sapiens), P54132;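 further: plate controls were vehicle for no effect and no enzyme for full effect; nearly all actives have a fitted effect of over 35% in size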
# APEX1 inh = qHTS Assay for Inhibitors of the Human Apurinic/apyrimidinic Endonuclease 1 (APE1); DNA repair nuclease/redox regulator APEX1 (Homo sapiens), P27695; recombinant APE1, TAMRA/BHQ-2 abasic DNA cleavage fluorescence; Potency, µM (doses to about 65.8 µM), for inactives: top-dose activity change, negative = inhibition, usual class: inhibitors; hit rate 0.35% among 350,000; AID 2517, 2012;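 further: plate controls were vehicle for no effect and reference inhibitor for full effect; nearly all actives have a fitted effect of over 55% in size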
#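 APE1 at 0.75 nM preincubated 15 min at room temperature with compound. Reaction then started with 50 nM double-stranded THF-abasic substrate labelled with TAMRA/BHQ-2, and 525/598 nm fluorescence read kinetically. Activity taken as third-minus-first read difference, normalized to DMSO and NSC13755 controls.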
# POLH inh = qHTS for Inhibitors of Polymerase Eta | recombinant Pol eta, fluorescent DNA replication assay | Potency, µM (top dose mostly 114 µM), for the others: at the highest dose activity change, negative = inhibition, hits mostly inhibitors | hit rate 1.2% among 390,000 | AID 588591, 2011; further: on the % scale 0 is the no-effect control and ±100 the full control effect
#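 Fluorescent replication assay: 50 nM final substrate added after a 15 min room-temperature compound preincubation with 10 nM enzyme. Signal taken at 0 min and again at 10 min.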
# POLK inh = qHTS for Inhibitors of Polymerase Kappa; DNA polymerase kappa (Homo sapiens), Q9UBT6; Potency, µM (series often up to 107 µM), for inactives: at the highest dose activity, negative = inhibition, hits mostly inhibitors; hit rate 0.53% among 400,000; purified Pol kappa, fluorescent DNA synthesis assay, 10 min; further: on the % scale 0 is the no-effect control and ±100 the full control effect
#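 Enzyme at 10 nM met test compounds for 15 min at room temperature. Substrate addition (50 nM final) began the reaction, which was monitored by fluorescence at 0 and 10 min.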
# POLB inh = qHTS Assay for Inhibitors of DNA Polymerase Beta | P06746 | Pol beta primer extension/strand displacement, fluorescence kinetic | Potency, µM (series often up to 114 µM), for inactives: at the top dose activity change, negative = inhibition, most hits filed as inhibitors | hit rate 1.3% among 340,000 | AID 485314, 2010; further: on the % scale 0 is the no-effect control and ±100 the full control effect
#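 Homogeneous kinetic assay of primer extension and strand displacement by 10 nM Pol beta, preincubated 15 min at room temperature with compound before 50 nM substrate (final) was added. Read at 0 and 10 min; four-parameter Hill fit.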
# BAZ2B block = qHTS Assay for Inhibitors of BAZ2B. Bromodomain adjacent to zinc finger domain protein 2B (Homo sapiens), Q9UIF8. AlphaScreen BAZ2B-H3K14Ac peptide displacement. hit rate 4.4% among 360,000. Potency, µM (top dose mostly 114 µM), for inactives: at the highest dose activity change, negative = inhibition, usual class: inhibitors; further: on the % scale 0 is the no-effect control and ±100 the full control effect; nearly all actives have a fitted effect of over 60% in size
#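 BAZ2B (50 nM) with biotin-H3(5-23)K14Ac peptide (50 nM) in PBS pH 7.4, 0.01% Tween-20, preformed 30 min, then compound 30 min at room temperature; top concentration 110uM. AlphaScreen streptavidin donor/nickel chelate acceptor beads (10 ug/mL final), 20 min dark, signal read.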
# An asterisk follows results filed as active; ? = inconclusive; · = no result given; [ ] = another dose, or the depositor's remark. The call rests on the fitted dose curve; in most records, active means well fitted curve in the direction sought with a large enough effect; inconclusive means small, poorly fitted or top-dose-only effect, or another doubt; inactive means no such curve, though single readings can be large; an effect the other way counts as inactive or inconclusive. Potency means the concentration at half of the fitted maximal effect. An excerpt, so the mix of outcomes need not match the whole.
1: O=C(CSc1ccc(-c2nc3ccccc3[nH]2)cn1)N1CCN(C(=O)c2ccco2)CC1
2: CN(C)c1ccc(CNC(=O)c2ccc(CNc3c(N4CCCCC4)c(=O)c3=O)cc2)cc1
3: Cc1cnc(NC(=O)c2nn(C)cc2[N+](=O)[O-])s1
4: COc1cc(C(C)=O)ccc1Oc1ncnc2c1cnn2-c1ccccc1
5: C[C@@H](C[C@@H](O)[C@H](O)C(C)(C)O)[C@@H]1CC[C@]2(C)C3=CC[C@H]4C(C)(C)C(=O)CC[C@]4(C)[C@H]3CC[C@@]12C
6: Nc1c(C(=O)N2CCCC2)sc2nc(-c3ccccc3)ccc12
7: COc1ccccc1Oc1ccc2c(c1)C(=O)N(c1ccc(Br)c3cccnc13)C2=O
8: O=C(CSc1nc(Nc2ccccc2)nc(N2CCOCC2)n1)Nc1ccc2c(c1)OCCO2

entry no.	1	2	3	4	5	6	7	8
Pol iota inh	16µM*	14%	30%	9%	23%	25%	8%	20%
Apoferritin bind	-12%	-3%	-6%	-1%	-8%	-6%	-13%	-2%
G9a inh	?	45µM*	16%	20%[59 µM]	-6%	?	-32%	-14%[59 µM]
BLM helicase inh	5%	-2%	2%	-3%	-8%	-5%	-5%	-1%
APEX1 inh	?	4%	0%	20%	3%	-7%	-8%	-11%
POLH inh	?	-3%	-2%	-4%	-22%	-18%	-1%	-11%
POLK inh	50µM*	-16%	0%	-4%	-6%	0%	-5%	-3%
POLB inh	?	-8%	-13%	26%	?	1%	30%	-2%
BAZ2B block	?	-9%	-28%	8%	-25%	23%	-9%	0%

# An excerpt from above in order of molecular weight, ascending.
3: Cc1cnc(NC(=O)c2nn(C)cc2[N+](=O)[O-])s1
4: COc1cc(C(C)=O)ccc1Oc1ncnc2c1cnn2-c1ccccc1
1: O=C(CSc1ccc(-c2nc3ccccc3[nH]2)cn1)N1CCN(C(=O)c2ccco2)CC1
7: COc1ccccc1Oc1ccc2c(c1)C(=O)N(c1ccc(Br)c3cccnc13)C2=O
8: O=C(CSc1nc(Nc2ccccc2)nc(N2CCOCC2)n1)Nc1ccc2c(c1)OCCO2

entry no.	3	4	1	7	8
Pol iota inh	30%	9%	16µM*	8%	20%
Apoferritin bind	-6%	-1%	-12%	-13%	-2%
G9a inh	16%	20%[59 µM]	?	-32%	-14%[59 µM]
BLM helicase inh	2%	-3%	5%	-5%	-1%
APEX1 inh	0%	20%	?	-8%	-11%
POLH inh	-2%	-4%	?	-1%	-11%
POLK inh	0%	-4%	50µM*	-5%	-3%
POLB inh	-13%	26%	?	30%	-2%
BAZ2B block	-28%	8%	?	-9%	0%

# Carrying on:
9: Cc1cccc(NC(=O)/C(C#N)=C\c2cn(CC(=O)O)c3ccccc23)c1
10: CCn1c(=O)n(CC)c2cc(S(=O)(=O)Nc3ccccc3C)c(C)cc21
11: CC(C)Cn1c(C(C)C)nc([N+](=O)[O-])c1Sc1ccc(Cl)cn1
12: Cc1ccccc1C(=O)Nc1cccc(-c2ccc3nncn3n2)c1
13: NS(=O)(=O)c1ccc(CNC(=O)c2cccc(S(=O)(=O)N3CCc4ccccc43)c2)cc1
14: CCOc1ccc(-n2c(SC(C)C)nc3c(c2=O)SCC3)cc1
15: CC(=O)c1cccc(NC(=O)c2cnn(-c3cccc(C)c3)c2-n2cccc2)c1
16: CN(C)S(=O)(=O)c1ccc(C(=O)OCC(=O)Nc2ccccc2OC(F)F)cc1

entry no.	9	10	11	12	13	14	15	16
Pol iota inh	42%[activator]	4%[58.9 µM]	5%	-16%	-3%	-2%	9%	0%
Apoferritin bind	-20%	-7%	-11%	-21%	·	-17%	-8%	-11%
G9a inh	40µM*	-13%[59 µM]	?	?	15%[2.33 µM]	21%[59 µM]	0%[59 µM]	?
BLM helicase inh	-1%	-4%	1%	6%	·	-5%	2%	-1%
APEX1 inh	1%	-2%	-4%	3%	-22%	5%	·	2%
POLH inh	-8%	-12%	-7%	-7%	?	8%	-9%	-11%
POLK inh	-4%	1%	-8%	-2%	-10%	-4%	-1%	-4%
POLB inh	0%	0%	2%	4%	·	1%	-7%	2%
BAZ2B block	?	8%	-8%	-8%	-6%	?	-2%	-2%

17: COC(=O)C1(C)NC(c2ccc(O)cc2)C2C(=O)N(c3ccc(C)cc3)C(=O)C21 (stereo not drawn)
18: CCOC(=O)[C@H]1[C@H]2COc3ccc(Cl)cc3[C@@H]2N2C(=O)c3cc(C)ccc3NC(=O)[C@@]12C
19: Cn1cc(S(=O)(=O)CC(=O)Nc2ccc3c(c2)OCCO3)c2ccccc21
20: COC(=O)c1ccc(O)c(Sc2cc(C(=O)OC)ccc2O)c1
21: Cc1cccc(C(C)C)c1NC(=O)c1ccc2c(c1)CCN2S(C)(=O)=O
22: COc1ccc(Cl)cc1NC(=O)CSc1cn(CC(=O)N2CCCCC2)c2ccccc12
23: COc1cc(C#Cc2ccc3cc(CCCO)oc(=O)c3c2)cc(OC)c1
24: CCOC(=O)C1=C(C)NC(=O)NC1c1ccc2c(c1)OCCO2 (stereo not drawn)

entry no.	17	18	19	20	21	22	23	24
Pol iota inh	11%	14%	?	13%	0%	36%[activator]	29%	6%
Apoferritin bind	-10%	·	-15%	-2%	-10%	40%[activator]	·	-11%
G9a inh	10%	28%[2.33 µM]	?	10µM*	8%[59 µM]	?	-2%[0.501 µM]	-3%[59 µM]
BLM helicase inh	-4%	·	3%	-2%	-2%	-5%	·	-6%
APEX1 inh	-5%	10%	-2%	?	·	·	16%	-5%
POLH inh	-11%	-17%	3%	-3%	5%	-11%	-20%	-9%
POLK inh	5%	-4%	-18%	-7%	4%	-22%	-25%	6%
POLB inh	-1%	·	6%	-4%	10%	-11%	·	16%
BAZ2B block	-34%	11%	-20%	8%	2%	-14%	-2%	16%

25: CCC(C)Nc1nc(SC(C(C)=O)C(C)=O)nc(N(C)C)n1 (stereo not drawn)
26: Cc1ccc(CCNC(=O)c2cc(-c3ccccc3)n[nH]2)cc1
27: Cc1ccc(N2C(=O)C3NN=C(C(=O)OCc4ccccc4)C3C2=O)c(C)c1 (stereo not drawn)
28: O=C(O)c1ccc(CN2C(=O)CSC2=S)cc1
29: COc1ccc(-n2nc3c(c2NC(=O)c2ccc(N4C(=O)CCC4=O)cc2)CSC3)cc1
30: O=C(CC1CCCC1)N1CCCC(Nc2ccc(F)cc2)C1 (stereo not drawn)
31: CC(=O)Nc1ccc(C(=O)Nc2ccc(S(=O)(=O)Nc3nccc(C)n3)cc2)cc1
32: CC(C)n1c(O)c(N=NC(=O)CNC(=O)c2cccnc2)c2ccccc21

entry no.	25	26	27	28	29	30	31	32
Pol iota inh	0%	?	131%[activator]	?	-16%	24%	-2%	1%
Apoferritin bind	-3%	-2%	-12%	-8%	-14%	-11%	-1%	-13%
G9a inh	21%[59 µM]	3%[59 µM]	-10%	?	20%	3%	·	14%
BLM helicase inh	-2%	-1%	1%	-2%	-13%	0%	-13%	0%
APEX1 inh	12%	·	2%	?	?	14%	-1%	31%
POLH inh	-25%	-8%	-2%	-3%	-15%	-25%	-1%	1%
POLK inh	-9%	-16%	-9%	50µM*	-17%	-2%	-38%	-3%
POLB inh	32%	0%	17%	?	-7%	-9%	7%	20%
BAZ2B block	?	2%	-8%	?	-28%	-13%	-2%	-14%

33: COc1cccc(C2=CC(=O)C[C@H](c3ccc(Cl)cc3)C2)c1OC
34: Cc1ccccc1C(=O)NCCc1csc(-c2ccc(C(F)(F)F)cc2)n1
35: CC(C)NC(=O)COC(=O)Cn1[nH]c(=O)c2ccccc2c1=O
36: CC(C)Nc1nnc(SCC(=O)NCc2ccc3c(c2)OCO3)s1
37: COc1ccc(C)cc1NC(=O)CNc1ccccc1CN(C)C1CCCCC1
38: Cc1ccc(S(=O)(=O)NCCc2nnc3ccc(SCc4cccc(F)c4)nn23)cc1
39: CCCc1nnc(NC(=O)c2nc(SCC)ncc2Cl)s1
40: Cc1ccc(-c2nc3ccccn3c2Nc2ccc3c(c2)OCO3)cc1
41: COCCCNC(=O)c1ccc(NC(=O)c2nsc3ccccc23)cc1
42: CCN1CCN(c2c(Cl)cccc2NC(=O)c2ccc3nsnc3c2)CC1
43: O=[N+]([O-])c1cc(C(F)(F)F)ccc1N1CCCNCC1

entry no.	33	34	35	36	37	38	39	40	41	42	43
Pol iota inh	19%	0%	?	51%[activator]	39%[activator]	27%	-26%	9%	-3%	11%	161%[activator]
Apoferritin bind	·	?	1%	-14%	-19%	?	-2%	-5%	-7%	-9%	-13%
G9a inh	4%[0.501 µM]	1%[59 µM]	-2%	?	-32%	3%[59 µM]	?	10µM*	2%[59 µM]	·	·
BLM helicase inh	·	-6%	-2%	3%	-1%	4%	4%	-14%	3%	-10%	-9%
APEX1 inh	9%	·	9%	-1%	-9%	·	·	·	·	15%	3%
POLH inh	-16%	-1%	-6%	1%	-14%	-21%	-4%	-23%	-11%	-2%	1%
POLK inh	2%	-8%[60.1 µM]	-5%	2%	-12%	10%	19%	2%	-4%[60.1 µM]	-9%	-5%
POLB inh	·	30%	3%	16%	17%	7%	11%	12%	-1%	-15%	7%
BAZ2B block	-21%	6%	0%	·	-26%	-35%	-7%	18µM*	-1%	-6%	9%
